From PubChem BioAssay
Myeloid diff 2: myeloid differentiation induction. ER-HoxA9 myeloid progenitors, lysozyme-GFP differentiation, flow cytometry. calls only at 10 µM. 360,000 compounds, 1% hits. AID 624256;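 active = normalized GFP-positive differentiation at or above the plate's own cutoff, the solvent-only control mean plus 3 SD; inconclusive = no clear call, values can overlap the other calls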;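 note: cells exposed to compound for four days before flow analysis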
NOD2 inhibition: inhibition of NOD2-driven NF-kB reporter – cell-based, luminescence, uHTS, HEK293 (AID 1566) | HEK293 NOD2/NF-kB luciferase reporter, luminescence; higher % means a stronger effect | inhibition, % at 4 µM; hits with a dose series show EC50 in µM | 290,000 compounds, 0.63% hits; note: many of its hits are not listed in these tables
LYP phosphatase: PTPN22 lymphoid phosphatase activity blockers – biochemical, fluorescence intensity, uHTS (AID 1779) | recombinant LYP phosphatase, fluorescence intensity; higher % means a stronger effect | 290,000 compounds, 0.054% hits | one-dose inhibition, % at 11.5 µM; IC50 in µM for titrated hits;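 note: plate controls were vehicle with enzyme for no effect and no enzyme for full effect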
NOD1 inhibition: NOD1 signaling inhibitors, primary screen, cell-based, luminescence, uHTS (AID 1578); NOD1-driven NF-kB luciferase reporter cells, luminescence; higher % means a stronger effect; inhibition, % at 4 µM; hits with a dose series show EC50 in µM; 290,000 compounds, 1% hits; in the data active = inhibition mostly above about 36%, no sharp cut-off; inactive = mostly below about 34%;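 note: HEK-293T reporter cells stimulated with the NOD1 agonist gamma-tri-DAP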
KOR beta-arrestin-1: kappa opioid receptor activators – cell-based, luminescence, uHTS, primary screen (AID 1777); KOR beta-arrestin recruitment, luminescence; higher % means a stronger effect; one-dose activation, % at 10 µM; EC50 in µM for titrated hits; 280,000 compounds, 0.02% hits; in the data active = activation above about 50%, passing the limit was not always enough; note: a part of the inactive calls stands beside numbers as strong as those of hits
SIAH1 antagonists: Siah-1 peptide-binding antagonists, primary screen, biochemical, fluorescence polarization, rhodamine-plectin, uHTS (AID 1817). one-dose displacement, % at 20 µM; IC50 in µM for titrated hits. Siah-1 / rhodamine-plectin peptide fluorescence polarization; higher % means a stronger effect. 290,000 compounds, 0.02% hits;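 active = displacement of at least 50% at 20 µM, with a fluorescence ratio check between 0.3 and a set limit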;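 note: plate controls were Siah plus tracer with DMSO for no effect and tracer alone without Siah for full effect; strong numbers were not always called active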
HIV fusion peptide: inhibitors of HIV fusion peptide binding, primary screen, biochemical, uHTS, fluorescence dequenching (AID 1986). cell-free peptide binding, fluorescence dequenching, 30 min; higher % means a stronger effect. one-dose inhibition, % at 20 µM; IC50 in µM for titrated hits. 290,000 compounds, 0.3% hits; in the data active = inhibition mostly above about 52%, no sharp cut-off; inactive = mostly below about 76%; note: some results filed as inactive read as strong as hits
Salmonella PhoP GFP: inhibitors of PhoP regulon expression, primary screen, Salmonella Typhimurium, GFP reporter (AID 1863) | 300,000 compounds, 0.16% hits | S. Typhimurium PhoP-regulated promoter GFP reporter, 4 h; higher % means a stronger effect | one-dose inhibition, % at 50 µM; IC50 in µM for titrated hits;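 active = inhibition over 29.93%, a cutoff 3 SD above the screen mean, later confirmed by dose response; inconclusive = inhibition over 29.93% but no dose response follow-up; inactive = inhibition at most 29.93% or unconfirmed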;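 note: 0% = low Mg2+ inducing control and 100% = high Mg2+ repressing control; strong numbers were not always called active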
KOR beta-arrestin-2: kappa opioid receptor blockers – cell-based, luminescence, uHTS (AID 1778) | KOR beta-arrestin recruitment, luminescence, antagonist mode; higher % means a stronger effect | inhibition, % at 10 µM, or IC50 in µM where a hit was titrated | 290,000 compounds, 0.091% hits; note: strong numbers were not always called active
Myeloid diff 2 GFP+ MAC1+ %: also measured in Myeloid diff 2; calls as there; GFP+ MAC1+ double positive, %; measured here: differentiation confirmed by MAC1 staining
Active calls of the source: *; i = inactive; ? = inconclusive; . = not tested or not shown; [ ] = remark or other dose. Cut-off read from the data, not from the text of the source, unless noted: active = inhibition above about 50%; inactive = the rest. A portion of the library. The share of hits here may be higher or lower than overall.

SMILES	Myeloid diff 2	Myeloid diff 2 GFP+ MAC1+ %	NOD2 inhibition	LYP phosphatase	NOD1 inhibition	KOR beta-arrestin-1	SIAH1 antagonists	HIV fusion peptide	Salmonella PhoP GFP	KOR beta-arrestin-2
CCCCN1C[C@H](Cc2ccccc2)[C@@H](CC(=O)Nc2ccccc2)C1=O	i	6.2	-5%	-2%	-19%	0.7%	0%	1.4%	-9%	-16%[20 µM]
O=C(c1ccccc1)N(Cc1ccco1)C1CCS(=O)(=O)C1 (stereo not given)	i	0.7	7%	-8%	10%	4.1%	3%	-0.2%	-1%	-18%
CCOc1ccc(S(=O)(=O)N2CCOCC2)cc1[N+](=O)[O-]	i	0.0	13%	4%	-32%	-1.8%	1%	-2.1%	0%	6%
COc1ccccc1N1C(=O)C2ON(c3ccccc3)C(c3ccc(N(C)C)cc3)C2C1=O (stereo not given)	.	.	-3%	0%	-35%	-1.7%	0%	-2.6%	16%	24%
O=C1NCCC/C1=N/Nc1ccc(F)cc1	.	.	-28%	-2%	0%	6.6%	1%	-2.8%	2%	-18%
CC(C)(C)CC(C)(C)NC1=CC(=O)OC12CCCCC2	i	5.6	-7%	2%	11%	-3.9%	1%	5.8%	-3%	-16%
O=C(Cn1ccc(C(F)(F)F)n1)N=Nc1c(O)[nH]c2ccc(Br)cc12	i	0.1	8%	6%	-34%	1.0%	10%	-3.3%	0%	-15%
Cc1ccc(C)c(NC(NC(=O)c2cccnc2)C(Cl)(Cl)Cl)c1 (stereo not given)	i	4.9	0%	-4%	20%	5.8%	0%	-1.0%	2%	-2%
O=C(NCC1CCCO1)c1nn2c(C(F)(F)F)cc(-c3ccco3)nc2c1Cl (stereo not given)	i	1.4	13%	-6%	-20%	-0.5%	6%	0.8%	-11%	-20%
COc1ccc(NC(=O)c2ccc(S(=O)(=O)N(C)C)cc2)cc1OC	i	1.1	15%	-5%	-24%	-0.9%	-1%	1.7%	22%	-15%
Clc1ccc(CN2C3=NCCN3c3ccccc32)cc1	i	1.5	4%	-5%	12%	2.0%	8%	0.1%	13%	22%
COc1ccc(-c2oc3ncnc(NCCN4CCOCC4)c3c2-c2ccc(OC)cc2)cc1	i	0.5	4%	8%	29%	-8.6%	2%	39%	-12%	13%
O=C(CN1CCN(c2ccccc2F)CC1)c1c[nH]c2ccccc12	i	2.1	-1%	-1%	-23%	-0.4%	6%	1.1%	-7%	-6%
CCN(CC)CCN(Cc1cc2cc3c(cc2[nH]c1=O)OCO3)C(=S)NCc1ccco1	i	0.5	2%	-8%	-23%	.	-2%	0.9%	7%	12%[20 µM]
CCN1CCN(C(=O)c2cn(CC)c3ccc(S(=O)(=O)N(C)C)cc3c2=O)CC1	i	1.4	17%	-7%	-7%	-3.7%	-5%	-0.6%	-8%	-18%
CN1CCN(c2ccc(S(=O)(=O)N3CCCCC3)cc2NC(=O)c2ccc(F)cc2F)CC1	i	1.6	13%	1%	-37%	11%	-3%	0.7%	-7%	-8%
O=C(NCc1ccccn1)C1CCN(S(=O)(=O)c2cc(Cl)ccc2Cl)CC1	i	0.3	14%	0%	-22%	6.6%	2%	1.1%	-9%	25%
CCc1ccc(OCC(=O)NNC(=O)c2nn(CC)c(=O)c3ccccc23)cc1	i	1.2	-4%	0%	-24%	-0.5%	-7%	-0.5%	5%	6%
CSc1cc(CS(=O)(=O)c2ccccc2)nc(-c2ccccc2)n1	i	0.7	-2%	-6%	-11%	-1.9%	5%	-1.1%	0%	2%
CC1CCN(C(=O)COC(=O)c2n[nH]c3ccccc23)CC1	i	1.0	-37%	-7%	-26%	-1.0%	0%	-0.6%	12%	5%
O=C(Nc1ccccc1C(=O)NCc1ccccc1)c1ccccc1	i	1.5	16%	1%	-26%	1.6%	0%	29%	21%	-17%
O=C1NC(=O)C(c2ccc(F)cc2)N1 (stereo not given)	i	5.2	-28%	-10%	37%	2.5%	-7%	-0.1%	4%	-29%
O=C(NNc1c(Cl)cc(Cl)cc1Cl)c1cccc([N+](=O)[O-])c1	i	0.3	-7%	-3%	-40%	5.4%	1%	-0.5%	3%	5%
COc1ccc(C(=O)CSc2nnc(-c3ccco3)n2CC2CCCO2)cc1 (stereo not given)	i	0.2	12%	3%	-20%	1.6%	2%	0.0%	-3%	1%
COCCNS(=O)(=O)c1ccc(Cl)c(C(=O)NC2CCN(Cc3ccccc3)CC2)c1	i	1.5	3%	-13%	-16%	-3.5%	10%	0.7%	7%	-26%
CCOc1ccc(NC(=O)c2ccc(NS(=O)(=O)c3cccs3)cc2)cc1	i	1.7	5%	-8%	2%	-3.3%	-3%	-0.5%	0%	-15%
CC(Cc1ccccc1)NC(=O)CC(c1ccccc1)c1ccccc1O (stereo not given)	i	0.8	-5%	1%	-1%	-1.2%	-1%	0.9%	-6%	0%
Cc1cc(F)c(F)c(C(=O)N2CCCCC2C)c1Cl (stereo not given)	i	0.1	12%	-9%	-12%	-2.8%	-8%	-1.2%	-1%	-14%
COc1ccccc1N1C(=O)CCC1(C#N)c1ccccc1 (stereo not given)	i	0.6	-14%	1%	-5%	1.9%	3%	4.5%	-6%	-41%
COc1ccc(C(=O)N/N=C(\C)CC(=O)NC2CCCCC2)c(OC)c1	?	.	-7%	-3%	-14%	-1.0%	0%	0.0%	2%	-6%
CC(C)NS(=O)(=O)c1ccc(OCC(=O)N2CCCC2)c(Cl)c1	i	8.5	10%	-8%	-12%	4.4%	1%	0.8%	-5%	-20%
CCN(CC(=O)NC1CCS(=O)(=O)C1)S(=O)(=O)c1ccc2ccccc2c1 (stereo not given)	i	0.7	9%	-5%	-16%	5.1%	4%	-2.7%	-14%	5%
CCc1ccc(C(=O)Nc2ccc3c(c2)n(C)c(=O)n3C)cc1	i	0.8	5%	-7%	-6%	-3.6%	1%	1.1%	7%	-13%[20 µM]
Cc1cc([N+](=O)[O-])nn1CCCC(=O)Nc1c(C)n(C)n(-c2ccccc2)c1=O	i	0.3	-6%	-2%	-17%	2.0%	-4%	-1.4%	6%	10%
COc1cc(/C=C/C(=O)O)cc(S(=O)(=O)Nc2ccc3nc(SC)sc3c2)c1OC	i	0.3	12%	-1%	-15%	-1.1%	8%	12%	1%	8%
Cc1ccc(C)c(NC(=O)CCc2c(C)nn(-c3ccc(N4CCCCC4)nn3)c2C)c1	i	4.8	2%	-9%	-17%	-0.5%	1%	-1.3%	-1%	-25%
Cc1nnc(C)n1/N=C/c1ccc(-c2ccccc2Cl)o1	i	1.9	-11%	0%	-36%	-3.6%	0%	0.0%	-12%	-43%
Cc1nnc(SCC(=O)Nc2ccc(N3CCOCC3)cc2)o1	i	0.7	7%	4%	-19%	-0.6%	2%	-0.5%	-1%	16%
CSCC(C)N1CCC(n2nccc2NC(=O)CCCc2ccccc2)CC1 (stereo not given)	i	0.7	4%	-12%	-5%	-2.8%	13%	39%	-10%	-4%
C=CCNC(=O)C1CC(c2cccc(OC)c2)=NO1 (stereo not given)	i	6.3	7%	-4%	-26%	0.6%	2%	11%	13%	2%
CSc1nn2c(C(F)(F)F)cc(C(F)(F)F)nc2c1C(=O)O	i	0.7	-12%	-11%	19%	1.6%	-7%	-1.2%	-8%	-20%
COc1ccccc1CNC(=O)c1ccc2c(=O)n(CCCN3CCCC3=O)c(=S)[nH]c2c1	i	0.5	2%	-3%	-2%	0.4%	-4%	0.9%	-6%	-18%
Cc1ccc(OCC(O)CN2CCCC2)cc1 (stereo not given)	i	0.6	9%	-4%	-13%	-1.6%	5%	1.8%	-1%	-2%
COc1ccc(/C=N/NC(=O)c2ccc(F)cc2)cc1CN1CCc2cc(OC)c(OC)cc2C1C (stereo not given)	i	0.2	9%	2%	-13%	2.5%	-4%	-0.8%	9%	-21%
COC(=O)CNC(=O)c1cccc(Cl)c1	i	0.2	0%	-5%	-27%	4.5%	1%	2.3%	2%	-10%
NC(Cc1ccccc1)C(O)(c1ccccc1)c1ccccc1 (stereo not given)	i	0.6	12%	4%	-35%	.	-2%	0.9%	.	4%[20 µM]
O=C(O)C1CSC(c2coc3ccccc3c2=O)N1 (stereo not given)	i	0.7	20%	0%	-36%	5.4%	11%	11%	12%	-6%
COc1ccccc1NS(=O)(=O)c1cc(NC(=O)c2ccc(Cl)nc2)ccc1Cl	i	2.3	30%	-6%	65%	7.5%	1%	0.5%	6%	-40%

Compound profiles, from the list above. Order of screens: Myeloid diff 2, Myeloid diff 2 GFP+ MAC1+ %, NOD2 inhibition, LYP phosphatase, NOD1 inhibition, KOR beta-arrestin-1, SIAH1 antagonists, HIV fusion peptide, Salmonella PhoP GFP, KOR beta-arrestin-2
Shown for CSCC(C)N1CCC(n2nccc2NC(=O)CCCc2ccccc2)CC1 (stereo not given) → i, 0.7, 4%, -12%, -5%, -2.8%, 13%, 39%, -10%, -4%
Shown for NC(Cc1ccccc1)C(O)(c1ccccc1)c1ccccc1 (stereo not given) → i, 0.6, 12%, 4%, -35%, ., -2%, 0.9%, ., 4%[20 µM]
Shown for CSc1nn2c(C(F)(F)F)cc(C(F)(F)F)nc2c1C(=O)O → i, 0.7, -12%, -11%, 19%, 1.6%, -7%, -1.2%, -8%, -20%

More entries.
SMILES	Myeloid diff 2	Myeloid diff 2 GFP+ MAC1+ %	NOD2 inhibition	LYP phosphatase	NOD1 inhibition	KOR beta-arrestin-1	SIAH1 antagonists	HIV fusion peptide	Salmonella PhoP GFP	KOR beta-arrestin-2
CCC(C)(CC(=O)Nc1nccs1)c1ccccc1 (stereo not given)	i	2.9	-7%	-4%	-3%	-4.5%	3%	-1.1%	-1%	29%
COc1ccc(NC(=O)CSc2nnc(-c3ccncc3)o2)c([N+](=O)[O-])c1	i	0.7	8%	-8%	-25%	7.2%	3%	0.4%	-3%	-13%
O=C(CCCC(=O)N(CC(=O)NC1CCCCC1)Cc1ccco1)Nc1ccccn1	i	0.8	8%	-8%	11%	-1.0%	-1%	1.6%	12%	14%
CC/C(C)=N\N=C\c1c(O)n(CC)c2cc(C3=NNC(=O)CC3)ccc12	i	0.6	7%	-7%	-30%	-4.6%	8%	2.7%	-3%	44%
CCC(=O)Nc1nc(NCc2ccccc2OC)n(-c2ccccc2)n1	i	0.2	-6%	-4%	-8%	-1.0%	-1%	-0.1%	-3%	-30%
Cc1cc(OCC(=O)NNC(=S)NC(=O)c2cccs2)ccc1Cl	i	0.6	23%	-4%	-2%	0.5%	-11%	4.7%	1%	15%
Cc1cc(=O)[nH]c2c(C)c(Cl)ccc12	.	.	-1%	-4%	2%	2.3%	1%	-1.4%	8%	-33%
CCN(CC)CCCN1C(=O)C(=O)/C(=C(/O)c2ccc(OC)c(Cl)c2)C1c1ccco1 (stereo not given)	.	.	-4%	-4%	-28%	3.1%	-2%	1.9%	.	-37%
COc1ccc(N(CC(=O)NC2CC3CCC2C3)S(=O)(=O)c2ccccc2)cc1Cl (stereo not given)	i	0.8	-12%	-4%	-30%	2.0%	1%	-1.9%	11%	9%
C/C(=N\NC(=O)NC1CCCCC1)c1ccco1	.	.	-12%	-3%	-37%	-4.6%	0%	-0.1%	5%	15%
